From PubChem BioAssay
rCAG RNA binder – binders of r(CAG) RNA repeats, primary screen, biochemical, fluorescence; inhibition, % at 3 µM; AID 651821, 2012; 370,000 compounds, 1.3% hits; r(CAG) RNA repeat, TO-PRO-1 dye displacement fluorescence;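 active = inhibition above the plate cutoff, the mean of all test compounds on that plate plus 3 SD, cut at about 35% in these data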;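 also: 0% = DMSO alone and 100% = 100 µM mitoxantrone as full dye displacement; higher means more dye released from RNA so lower well fluorescence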
UHRF1 binding – UHRF1 methylated DNA binding inhibitors, primary screen, counter-screen for MBD2 inhibitor project, biochemical, TR-FRET, human UHRF1, single concentration. UHRF1 binding to methylated oligo. 370,000 compounds, 0.75% hits. AID 687016, 2013. inhibition, % at 4.4 µM. E3 ubiquitin-protein ligase UHRF1 (Homo sapiens), Q96T88; in the data active = inhibition above about 21%;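 also: UHRF1 SRA domain binding a hemimethylated CpG hairpin DNA probe; 0% = median of test compound wells and 100% = reference inhibitor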
NR1D1 modulator – modulators of Rev-erb alpha DNA binding, primary screen, biochemical, FITC-DNA, fluorescence polarization, uHTS. AID 1259318, 2017. Rev-erbα–FITC-DNA binding, 90 min. 370,000 compounds, 0.79% hits. activity, % at 10 µM;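 active = activity above about 14%, limit read from the data; passing the limit was not always enough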;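 also: 0% = DMSO wells with 35 nM protein and 100% = DMSO wells with 750 nM protein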
Target sequence (P20393 whole entry, looked up): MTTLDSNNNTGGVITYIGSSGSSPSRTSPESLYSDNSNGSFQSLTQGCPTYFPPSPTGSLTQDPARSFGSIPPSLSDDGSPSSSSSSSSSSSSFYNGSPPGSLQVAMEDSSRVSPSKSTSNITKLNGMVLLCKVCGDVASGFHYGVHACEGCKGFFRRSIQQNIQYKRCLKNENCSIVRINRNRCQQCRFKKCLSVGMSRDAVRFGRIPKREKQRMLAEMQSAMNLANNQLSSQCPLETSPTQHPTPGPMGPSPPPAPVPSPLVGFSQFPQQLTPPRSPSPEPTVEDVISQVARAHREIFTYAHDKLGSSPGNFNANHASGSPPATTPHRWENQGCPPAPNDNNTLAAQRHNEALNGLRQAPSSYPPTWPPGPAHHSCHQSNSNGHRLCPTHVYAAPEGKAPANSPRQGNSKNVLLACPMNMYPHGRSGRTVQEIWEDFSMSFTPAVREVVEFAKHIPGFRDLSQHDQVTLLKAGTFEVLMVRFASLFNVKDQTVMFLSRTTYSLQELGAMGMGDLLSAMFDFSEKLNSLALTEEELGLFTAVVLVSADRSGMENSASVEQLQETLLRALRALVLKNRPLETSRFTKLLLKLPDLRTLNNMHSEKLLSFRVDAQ
MBD2 inh – inhibitors of MBD2 binding to methylated DNA, primary screen, biochemical, TR-FRET, DNA-binding domain, human | inhibition, % at 4.4 µM | 370,000 compounds, 0.31% hits | MBD2 binding to methylated oligonucleotide; in the data active = inhibition above about 13%
Target sequence (Q9UBB5 whole entry, looked up, the tested form may be a part): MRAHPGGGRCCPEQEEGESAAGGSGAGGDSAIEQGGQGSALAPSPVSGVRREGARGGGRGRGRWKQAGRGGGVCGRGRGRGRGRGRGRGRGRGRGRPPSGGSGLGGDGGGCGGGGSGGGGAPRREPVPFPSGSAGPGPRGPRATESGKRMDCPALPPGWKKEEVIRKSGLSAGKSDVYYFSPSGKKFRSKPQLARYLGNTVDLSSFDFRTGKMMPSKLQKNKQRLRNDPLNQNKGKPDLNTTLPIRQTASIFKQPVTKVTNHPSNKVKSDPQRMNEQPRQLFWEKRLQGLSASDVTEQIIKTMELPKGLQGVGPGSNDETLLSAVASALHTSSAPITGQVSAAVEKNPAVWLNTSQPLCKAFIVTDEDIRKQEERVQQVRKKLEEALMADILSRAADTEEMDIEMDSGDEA
PRMT1 inh – PRMT1 methyltransferase inhibitors, primary screen, biochemical, fluorescence polarization | Protein arginine N-methyltransferase 1 (Homo sapiens), Q99873 | recombinant PRMT1, activity-based probe fluorescence polarization | inhibition, % at 2.79 µM | 370,000 compounds, 1.3% hits | AID 652257, 2013;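 active = inhibition above about 21% made by adding two undisclosed values, limit read from the data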
HTRA1 inhibitor – HTRA1 serine protease inhibitors, primary screen, biochemical, fluorescence polarization, HTS; recombinant HTRA1, FP-rhodamine activity-based probe; inhibition, % at 5.96 µM; 340,000 compounds, 0.5% hits; AID 504803, 2011; in the data active = inhibition above about 36%;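 also: 0% = enzyme with DMSO and 100% = wells lacking enzyme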
PG9 binder – binders of HIV-1 gp120 antibody PG9, primary screen, biochemical, TR-FRET; HIV-1 gp120 / PG9 antibody interaction; TR-FRET gp120-PG9 antibody binding; inhibition, % at 6.7 µM; 360,000 compounds, 0.43% hits; AID 624416, 2012; in the data active = inhibition above about 8.5%
TCR CD3 inh – inhibitors of human TCR-CD3 interaction, primary screen, biochemical, fluorescence, TAMRA-labeled TCR probe; 360,000 compounds, 0.37% hits; inhibition, % at 9.4 µM; T-cell receptor (TCR); in the data active = inhibition above about 19%;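 also: recombinant mutant TCR 2C K166C tagged with TAMRA read by polarization; 0% = receptor in buffer alone and 100% = receptor with positive control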
mABHD4 FP – ABHD4 inhibitors, primary screen, biochemical, fluorescence polarization, mouse | AID 720543, 2013 | 370,000 compounds, 0.54% hits | purified mABHD4, FP-Rh probe fluorescence polarization | inhibition, % at 8.92 µM | (Lyso)-N-acylphosphatidylethanolamine lipase (Mus musculus), Q8VD66;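 active = inhibition exceeding the mean over every tested compound plus 3 SD, cut at about 30% in these data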;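 also: 0% = plate median of compound wells and 100% = S159A mutant with DMSO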
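Test system: mABHD4 protein; Read-out basis: % inhibition; Incubation: 45 min + 60 min at 25 °C; Repeats: single replicate; Technique: fluorescence polarization with parallel and perpendicular emission, 525/598 nm; Compound: 8.92 µM, single dose; Benchmarks: full inhibition S159A mutant plus DMSO, zero as sample-well median.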
LEDGF integ inh – blockers of LEDGF/p75-dependent integrase strand transfer – biochemical, TR-FRET, high throughput, primary screen; 370,000 compounds, 0.64% hits; TR-FRET IN-LEDGF/p75 DNA integration, Eu/Cy5; AID 743269, 2014; inhibition, % at 3.7 µM; HIV-1 integrase (with human LEDGF/p75);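 active = inhibition above the screen-wide mean plus 3 SD, cut at about 13% in these data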;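 also: signal is the Cy5 over europium emission ratio at 671 and 618 nm; 0% = plate median of compound wells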
* marks the source's active call; other numbers are inactive results; x = not tested or not shown.

Values run as follows: rCAG RNA binder | UHRF1 binding | NR1D1 modulator | MBD2 inh | PRMT1 inh | HTRA1 inhibitor | PG9 binder | TCR CD3 inh | mABHD4 FP | LEDGF integ inh
CCc1ccc(NC(=O)CCNC(=O)N2C[C@H]3C[C@@H](C2)c2cccc(=O)n2C3)cc1
  -4 | -1 | 3 | -4 | 1 | 0 | -0.1 | 9 | 13 | 0
CC1c2ccccc2-n2nncc2CN1CC1CCCCC1 (stereo not drawn)
  1 | -3 | 14 | -7 | 1 | -10 | -0.9 | 5 | 0 | 3
Nc1c(C(=O)OCc2ccccc2)c2nc3ccccc3nc2n1Cc1cccs1
  8 | -7 | 1 | -3 | 2 | -67 | -2.8 | 5 | -59 | 6
COc1cccc2c1N=C1CCCC3CN(C(C)=O)CCC123 (stereo not drawn)
  0 | 6 | -9 | 7 | -1 | 1 | 1.0 | 3 | 9 | -3
CC(=NCc1ccc2c(c1)OCO2)c1c(O)[nH]c(=O)[nH]c1=O
  2 | -2 | 2 | -3 | -2 | 4 | -1.0 | 11 | 0 | 0
COC(=O)C1=C(c2cccc(OC)c2OC)C[C@@H]2CC[C@H]1N2C(=O)NC1CCCCC1
  -2 | -2 | -2 | 4 | -3 | 3 | 0.1 | 10 | -2 | 3
CCCN1CCC[C@H](c2cccc(O)c2)C1
  3 | -1 | -3 | -6 | -10 | 2 | -0.7 | -1 | -5 | 3
COc1ccc(N=C(C)c2c(O)[nH]c(=O)[nH]c2=O)cc1
  -1 | -2 | -3 | 2 | 4 | 2 | 0.6 | 0 | 2 | -4
O=c1[nH]c(=O)n(-c2ccccc2F)c(O)c1/C=C1\C=Nc2ccccc21
  8 | -1 | 2 | -3 | 4 | -10 | -0.1 | 5 | 1 | 0
CC(C)CCOP(N)(=O)Oc1ccccc1 (stereo not drawn)
  -5 | -2 | -4 | -2 | -3 | 1 | -2.3 | 2 | 4 | -4
CC(C)Sc1nnc([C@@H](N)Cc2c[nH]c3ccccc23)o1
  3 | -2 | -3 | -2 | 1 | 0 | 1.1 | 12 | 0 | 0
COc1ccc(-n2c(SC)nc3ccccc3c2=O)cc1
  -3 | 0 | -1 | -1 | 0 | 2 | 0.4 | 12 | 1 | 2
CCCOC(=O)Nc1ccc([As](=O)(O)O)cc1NC(=O)OCCC
  1 | 1 | 10 | 2 | 0 | 2 | -1.1 | 3 | 2 | 7
CC1=NN(c2ccccc2)C(=O)/C1=C/c1c(O)[nH]c(=O)[nH]c1=O
  -2 | -9 | -3 | -3 | 5 | 1 | -2.5 | 1 | 3 | 1
COC(=O)C1C(c2ccc(Cl)cc2)CC2CCC1N2C (stereo not drawn)
  3 | 0 | 4 | -3 | -2 | x | -0.5 | 1 | 5 | 5
c1ccc(Cn2ccnc2)cc1
  1 | -2 | -2 | 2 | -3 | 3 | -2.4 | 6 | 4 | -1
O=C(Cc1c[nH]c2ccccc12)NNCc1ccc(N(CCCl)CCCl)cc1
  13 | -4 | 4 | -6 | 0 | 10 | -1.3 | 9 | 11 | 0
O=P(Nc1cccc(Cl)c1)(Oc1ccccc1)Oc1ccccc1
  -8 | -2 | -7 | 0 | 1 | -57 | -0.6 | 2 | -22 | 0
Cc1ccc(S(=O)(=O)N2Cc3cc(-c4ccccc4)ccc3-n3nncc3C2)cc1
  2 | -1 | -20 | -2 | -1 | x | -0.6 | -2 | 1 | -2
CCOC(=O)CC1=C(C(=O)OCC)C2(C(=O)N1CC(=O)OC)C(C#N)=C(N)Oc1ccccc12 (stereo not drawn)
  -4 | 8 | 2 | -3 | 2 | 0 | 1.6 | -3 | -1 | -3
Cc1ccc(-c2ccc(=O)n(CC(=O)N3CCC4(CC3)OCCO4)n2)cc1
  -1 | 0 | 7 | -8 | 0 | 2 | -1.0 | 4 | 0 | -4
N#Cc1ccc(NC(=O)CN2CCN(C(=O)c3cccs3)CC2)cc1Cl
  -1 | 2 | -2 | -1 | 3 | -9 | -0.9 | -4 | 1 | -5
CN(C(=O)Cc1ccc(Cl)c(Cl)c1)C(CN1CCCC1)c1cccc(OCC(=O)O)c1 (stereo not drawn)
  8 | 1 | 5 | -1 | -1 | 6 | 0.6 | 6 | -4 | -1
Nc1nonc1OCCCCOc1nonc1N
  0 | -3 | -5 | 3 | -1 | 2 | 0.2 | 6 | 7 | -2
Cc1nc2c(-c3ccc(F)cc3)c(C)nn2c(C)c1CCC(=O)N1CCC2(CC1)OCCO2
  -6 | -1 | 3 | -1 | 0 | -2 | -0.7 | 5 | -3 | -1
CCOC(=O)c1c(C)n(Cc2ccc(F)cc2)c2ccc(O)cc12
  5 | 2 | 2 | 0 | 9 | -28 | 2.1 | -2 | 13 | -9
CCCCOC(=O)c1ccc(NC(=O)c2c(O)[nH]c(=O)[nH]c2=O)cc1
  3 | -1 | 6 | 0 | -1 | -6 | -1.0 | 0 | -1 | 2
COc1ccc(CNCCc2c[nH]c3ccccc23)cc1OC
  1 | 2 | -5 | -5 | 1 | 8 | 4.1 | 3 | 7 | 2
C[C@@H]1CN([C@@H](C)CO)C(=O)CCCn2cc(nn2)CO[C@H]1CN(C)C(=O)Oc1ccc2ccccc2c1
  1 | 0 | 0 | -3 | -1 | 1 | -0.3 | -6 | -5 | -7
O=c1c2ccccc2nc(-c2ccco2)n1-c1ccccn1
  -1 | -3 | 7 | 0 | -5 | 0 | -1.4 | 4 | -9 | -1
CCOC(=O)C1(CCc2ccccc2)CCN(Cc2ccc3c(c2)OCCO3)CC1
  -8 | -2 | 4 | -4 | -2 | -10 | 0.9 | 2 | -2 | 1
COc1ccc(C2=CC(c3ccc4c(c3)OCO4)c3c(c4ccccc4oc3=O)O2)cc1OC (stereo not drawn)
  14 | -4 | -3 | -6 | 7 | 1 | -3.8 | -5 | 8 | 5
CCN(CC)S(=O)(=O)c1cccc(N=Nc2c(O)n(CC)c(=S)n(CC)c2=O)c1
  2 | 0 | -3 | -8 | 13 | 5 | 2.3 | 3 | 5 | -3
C=Cn1ccnc1P(=S)(c1cc(N(CC)CC)ns1)c1nccn1C=C
  -6 | 3 | 0 | 0 | 1 | 11 | -1.5 | 3 | 2 | -3
O=C(c1cc(S(=O)(=O)N2CCCCC2)ccc1F)N1CCC2(CC1)OCCO2
  -3 | 1 | 0 | 3 | -3 | 5 | -0.2 | 1 | 6 | 1
COc1ccc(Cl)cc1C(=O)C1CCCN(Cc2cnc(C)s2)C1 (stereo not drawn)
  -6 | 0 | 1 | -1 | 0 | -6 | 0.3 | 0 | 3 | -2
Cc1ccccc1-c1ccc2n1Cc1cnnn1-c1ccccc1-2
  0 | -3 | -1 | 1 | -2 | -14 | 0.1 | 7 | -4 | 1
CC(NC(=O)OC1CC2CCC1(C)C2(C)C)P(=O)(Oc1ccccc1)Oc1ccccc1 (stereo not drawn)
  x | 1 | -1 | 1 | -2 | x | x | x | 0 | -3
NC(=O)CSc1nnc([C@@H](N)Cc2c[nH]c3ccccc23)o1
  5 | 2 | -6 | 2 | 12 | 2 | 1.2 | -8 | 3 | -1
Cc1cc(N2C(=O)C3CCCN3C2c2ccccc2)no1 (stereo not drawn)
  1 | -1 | 2 | -3 | 0 | 4 | 1.2 | 3 | -3 | 4
N=C1c2ccccc2CN1NC(=O)c1ccc(Cl)cc1
  2 | 10 | 0 | 6 | -2 | -6 | 0.0 | 1 | -3 | 4
COc1cc2c(cc1C=O)OCO2
  -3 | 1 | -4 | 4 | 0 | -3 | -0.6 | 2 | 1 | 0
COC(=O)C1=C(c2ccc(-c3ccccc3)c(F)c2)C[C@@H]2CC[C@H]1N2C(=O)NCCO
  -5 | 2 | -2 | -1 | 0 | -2 | -2.0 | 7 | 4 | 0
CCOC(=O)[C@]12Cc3ccc(C)cc3[C@H]1N(C1CCCCC1)C(=O)c1cc(OC)ccc12
  3 | -3 | -5 | -2 | 0 | x | -1.6 | 0 | -7 | 1
COc1ccc(CNC(=O)C(NC(C)=O)C(C)C)cc1OC (stereo not drawn)
  -2 | 0 | 2 | -2 | -2 | -1 | -1.4 | 5 | -5 | 1
CN(C)Cc1c[nH]c2ccc([N+](=O)[O-])cc12
  2 | -2 | 1 | 1 | -3 | -4 | -2.8 | 9 | -1 | 0
CCN1C[C@]2(CO)CC[C@H](OC)[C@@]34C2[C@H](OC)[C@@](O)(C13)[C@@]1(O)C[C@H](OC)[C@H]2C[C@@H]4[C@@H]1[C@H]2OC
  -2 | 0 | 1 | -2 | -4 | 2 | -3.3 | 0 | 1 | 0
CC1(C(=O)O)CCCC2(C)c3cc(O)ccc3CCC12 (stereo not drawn)
  3 | -1 | -2 | -2 | -2 | x | -0.5 | -6 | -4 | 1
CCCC[N+]12C3C[C@H](C4[C@H](O)[C@]5(C[C@@H]41)c1ccccc1N(C)[C@@H]35)[C@H](CC)[C@H]2O (stereo partly drawn)
  0 | 0 | -5 | 3 | 4 | 9 | 0.8 | 0 | 3 | -2
Cc1ccc(C)c(NC(=O)CSc2nnc([C@@H](N)Cc3c[nH]c4ccccc34)o2)c1
  -1 | 0 | 2 | 2 | 3 | -14 | -2.5 | -1 | 0 | 0
Cc1noc(C)c1C(=O)N1CCC2(CC1)OCCO2
  -3 | 2 | -5 | -5 | -1 | -4 | -0.1 | -8 | -4 | 1
O=C1C2CCCN2C(c2cccnc2)N1c1ccc(Cl)cc1 (stereo not drawn)
  2 | -2 | -1 | 6 | -2 | 4 | 1.6 | 2 | 4 | -1
CC(C)Oc1cccnc1N(C)C1CCN(Cc2ccccc2)CC1
  -3 | -2 | 2 | -3 | -3 | 3 | 0.4 | 3 | 1 | -3
CCOP(=O)(OCC)C1(C(=O)O)CCCC1
  -2 | 5 | -2 | 0 | 2 | 2 | -0.2 | -3 | 4 | -2
Cc1cc(OC(C)C(=O)NCC(O)c2ccccc2)c2c3c(c(=O)oc2c1)CCC3 (stereo not drawn)
  -3 | 0 | -3 | -4 | -1 | -4 | -0.1 | -1 | 8 | -1
O=C(Oc1c(Cl)cc(Cl)c2ccccc12)N1CCCCC1
  -7 | 1 | 1 | 1 | 0 | -28 | -1.8 | 4 | 9 | -2

Only part of the results is shown; the hit share may differ from the screen's.
